Assay outcomes deposited in PubChem by The Scripps Research Institute Molecular Screening Center.
MITF inh = blocks human microphthalmia-associated transcription factor; inhibition, % at 2.6 µM; AID 1259374; actives 0.91% (n = 650,000); AlphaScreen MITF homodimerization, bead proximity signal; O75030; in the data active means inhibition above about 50%;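 further: 0% = vehicle wells with protein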
Target sequence (O75030 whole entry, looked up): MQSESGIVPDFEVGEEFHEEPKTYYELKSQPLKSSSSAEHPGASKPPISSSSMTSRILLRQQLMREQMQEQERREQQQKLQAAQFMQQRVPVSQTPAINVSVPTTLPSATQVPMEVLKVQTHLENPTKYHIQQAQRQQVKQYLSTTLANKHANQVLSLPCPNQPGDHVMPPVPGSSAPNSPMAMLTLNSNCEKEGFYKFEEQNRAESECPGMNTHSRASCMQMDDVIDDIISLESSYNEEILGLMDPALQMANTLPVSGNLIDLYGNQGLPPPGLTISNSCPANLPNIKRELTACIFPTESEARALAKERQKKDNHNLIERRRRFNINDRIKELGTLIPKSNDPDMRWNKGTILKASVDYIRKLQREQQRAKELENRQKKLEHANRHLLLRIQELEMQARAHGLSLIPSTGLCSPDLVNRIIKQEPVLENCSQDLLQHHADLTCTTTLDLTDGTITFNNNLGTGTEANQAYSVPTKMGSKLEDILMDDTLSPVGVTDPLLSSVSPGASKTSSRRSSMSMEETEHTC
TEAD-YAP inh = TEAD-YAP interaction inhibition. inhibition, % at 9.12 µM. HEK-TIYL cells, TEAD-Gal4/YAP UAS-luciferase luminescence. AID 1259422. actives 1.4% (n = 640,000); in the data active means inhibition above about 32%;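 further: 0% = median of test compound wells and 100% = reference inhibitor wells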
GPR151 activ = human GPR151 activation; Q8TDV0; PathHunter beta-arrestin GPR151 cells, luminescence; activation, % at 11.2 µM; actives 1% (n = 650,000); in the data active means activation above about 4.9%;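 further: 0% = median of compound wells and 100% = cells with positive control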
Target sequence (Q8TDV0 whole entry, looked up): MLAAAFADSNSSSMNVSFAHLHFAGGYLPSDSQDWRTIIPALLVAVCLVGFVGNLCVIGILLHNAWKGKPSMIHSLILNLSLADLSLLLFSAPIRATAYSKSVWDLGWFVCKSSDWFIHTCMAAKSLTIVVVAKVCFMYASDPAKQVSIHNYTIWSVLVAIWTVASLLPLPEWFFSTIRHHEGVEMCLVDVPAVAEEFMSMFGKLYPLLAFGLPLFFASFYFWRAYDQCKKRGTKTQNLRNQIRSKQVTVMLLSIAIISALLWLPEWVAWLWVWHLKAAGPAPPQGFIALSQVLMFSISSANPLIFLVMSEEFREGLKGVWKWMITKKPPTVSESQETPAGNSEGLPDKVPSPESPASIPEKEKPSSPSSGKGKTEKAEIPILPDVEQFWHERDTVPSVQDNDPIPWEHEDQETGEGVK
FBW7 act = activators of human E3 ligase FBW7 | normalized activity (activation), % at 26.1 µM | AlphaScreen FBW7–phospho-cyclin E peptide binding, activator screen | Q969H0 | actives 0.13% (n = 650,000) | AID 1259310; in the data active means normalized activity above about 1.9%;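 further: purified mutant Fbw7 with reduced substrate affinity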
Starred values were filed as active, the others as inactive; & = joins results of further samples.

SMILES	MITF inh	TEAD-YAP inh	GPR151 activ	FBW7 act
COc1ccc(C(C)=O)cc1CN(Cc1ccco1)S(=O)(=O)c1ccccc1F	-2.0	9.2	-1.2	-0.1
O=C(Cn1cnc2c(cnn2-c2ccc(F)cc2)c1=O)Nc1ccc(Br)cc1	-1.7	9.9	-0.7	0.0
O=C(CSc1nc(NCC2CCCO2)c2ccccc2n1)NC1CCCCC1 (stereo not drawn)	-1.7	-4.4	0.0	-0.1
CC(C)(C)Cc1nc(-c2ccc(Cl)cc2)no1	2.7	16.0	-0.5	0.0
COC(=O)C(CCSC)NC(=O)Cn1ncc2c(=O)oc3ccc(C)cc3c21 (stereo not drawn)	5.1	-6.0	2.0	0.0
Cc1cccc(NC(=O)CC(NCc2ccco2)C(=O)O)c1C (stereo not drawn)	-1.3	-7.0	-1.3	-0.1
Cc1ccccc1CSCCC(=O)NC1CCCCCC1	12.2	-21.6	-1.2	-0.1
CCc1c(C)nc(N)n2c(SCC(=O)NCc3cccs3)nnc12	-0.3	5.9	0.0	0.0
Cc1nn(-c2ccccc2)c2ncc(C(=O)N3CCN(c4ccccc4F)CC3)c(Cl)c12	-3.3	8.2	0.4	1.7
CCCN1CCN(C(=O)c2ccc([N+](=O)[O-])cc2)CC1	12.6	4.9	-0.9	0.2

Entries of single compounds, quoted from the list:
O=C(CSc1nc(NCC2CCCO2)c2ccccc2n1)NC1CCCCC1 (stereo not drawn) is listed with MITF inh: -1.7; TEAD-YAP inh: -4.4; GPR151 activ: 0.0; FBW7 act: -0.1
Cc1cccc(NC(=O)CC(NCc2ccco2)C(=O)O)c1C (stereo not drawn) is listed with MITF inh: -1.3; TEAD-YAP inh: -7.0; GPR151 activ: -1.3; FBW7 act: -0.1
Cc1ccccc1CSCCC(=O)NC1CCCCCC1 is listed with MITF inh: 12.2; TEAD-YAP inh: -21.6; GPR151 activ: -1.2; FBW7 act: -0.1

(continued)
SMILES	MITF inh	TEAD-YAP inh	GPR151 activ	FBW7 act
CC1(C)CC2CC(C)(CN2c2ccc(N3C(=O)C4C5C=CC(C5)C4C3=O)cc2[N+](=O)[O-])C1 (stereo not drawn)	9.3	1.4	1.0	0.0
CSc1ccc(/C=C2\C(=O)NC(=O)N(c3ccc(F)cc3)C2=O)cc1	-17.3	-5.8	3.9	0.0
Cc1ccccc1S(=O)(=O)NC(=NC(C)C)c1ccccc1	6.4	1.9	-0.2	-0.1
CCOC(=O)CSc1ncnc2c1cnn2-c1ccc(F)cc1	-2.6	2.3	0.3	0.0
COc1ccc(OC)c(Nc2ccc(C(=O)O)cc2[N+](=O)[O-])c1	-1.2	-2.1	0.4	-0.1
O=S(=O)(c1ccccc1)N1N=C(c2cccs2)CC1c1ccc(F)cc1 (stereo not drawn)	1.9	-11.1	0.7	0.1
COc1cc2c(cc1NC(=O)c1ccc(OC)c(OC)c1OC)oc1ccccc12	-10.6	-1.5	1.9	0.2
O=C1NC(=Nc2cccnc2)S/C1=C/C=C/c1ccccc1	9.8	0.6	0.6	-0.2
CCc1sc(Nc2c(Cl)cccc2Cl)nc1-c1ccc(Cl)cc1	9.9	7.2	0.0	-0.1
CCC(C)C(=O)Nc1ccc(Br)cc1 (stereo not drawn)	-7.2	3.1	0.7	0.0

A second format for some results above:
Under each structure: MITF inh, TEAD-YAP inh, GPR151 activ, FBW7 act
CCc1sc(Nc2c(Cl)cccc2Cl)nc1-c1ccc(Cl)cc1
  9.9, 7.2, 0.0, -0.1
CC1(C)CC2CC(C)(CN2c2ccc(N3C(=O)C4C5C=CC(C5)C4C3=O)cc2[N+](=O)[O-])C1 (stereo not drawn)
  9.3, 1.4, 1.0, 0.0

Further records.
SMILES	MITF inh	TEAD-YAP inh	GPR151 activ	FBW7 act
Nc1nnc(SCC(=O)c2ccc(Cl)c(Cl)c2)s1	21.5	-14.0	-1.5	0.4
CCC(=O)Nc1nc(C)c(-c2csc(Nc3ccccc3OC)n2)s1	8.9	-20.1	1.3	-0.1
CC(C)CC(=O)NCCNC(=O)c1ccccc1F	16.4	5.5	2.5	1.3
Cc1ccccc1N(CC(=O)NCC(C)C)S(=O)(=O)c1ccccc1	4.0	6.2	-1.2	0.1
COC(=O)NNC(=O)C(C)NC(=O)c1ccccc1 (stereo not drawn)	-4.3	-4.0	2.6	0.0
O=C(CCN(Cc1c(Cl)cccc1Cl)S(=O)(=O)c1ccc(Cl)cc1)NO	5.2	-0.9	-0.5	-0.1
CCCN(CCC)C(=O)CSc1nc2ccsc2c(=O)n1NC(=O)c1ccccc1	-2.5	-10.8	-0.2	0.1
CC(Cl)C(=O)Nc1nnc(C(C)C)s1 (stereo not drawn)	12.0	-0.8	0.2	0.0
COc1ccccc1OCCCC(=O)Nc1nnc(C2CCCCC2)s1	6.3	-0.6	5.2*	0.0
O=C(CCc1nnc(CCc2ccccc2)o1)NCc1cnc2ccccc2c1	2.7	1.6	1.4	-0.2

Gathered by group: those above containing a COOH group.
SMILES	MITF inh	TEAD-YAP inh	GPR151 activ	FBW7 act
Cc1cccc(NC(=O)CC(NCc2ccco2)C(=O)O)c1C (stereo not drawn)	-1.3	-7.0	-1.3	-0.1
COc1ccc(OC)c(Nc2ccc(C(=O)O)cc2[N+](=O)[O-])c1	-1.2	-2.1	0.4	-0.1

(continued)
SMILES	MITF inh	TEAD-YAP inh	GPR151 activ	FBW7 act
COc1ccc(-c2nc(NCc3cccnc3)c3ncn(C(C)C)c3n2)cc1	11.2	4.0	4.3	0.7
COc1cc(C=C2C(=O)NC(=O)NC2=O)ccc1OC(=O)c1ccccc1	13.9	-2.1	-0.6	0.0
COc1cc(Nc2nc(Nc3cccnc3)ncc2C)cc(OC)c1OC	2.0	9.8	1.9	0.1
c1csc(CNc2nc3nonc3nc2N2CCCN(Cc3cccs3)CC2)c1	15.2	-6.4	-0.6	0.1
N#Cc1c2ccc([N+](=O)[O-])cc2[n+]([O-])n1-c1ccccc1	-3.1	-24.9	1.2	0.0
O=C(CCN1C(=O)c2ccccc2C1=O)Oc1ccc2c3c(c(=O)oc2c1)CCC3	6.8	4.7	1.0	0.0
CCCCCCNC(=O)c1ccc([N+](=O)[O-])cc1Cl	10.3	-53.5	1.7	0.5
CCOC(=O)N1CCN(c2c(N(CC)CCN(C)C)c(=O)c2=O)CC1	8.4	-6.7	1.2	0.7
Cc1ccccc1Nc1nnc(SCC(N)=O)s1	4.4	-4.0	-1.6	-0.2
CC(C)NS(=O)(=O)c1ccc2c(c1)OCC(=O)N2CC(=O)Nc1ccc(Cl)cc1	2.4	-0.6	0.9	-0.1
CCCC(=O)Nc1nc2ccc(NC(=O)COc3ccccc3[N+](=O)[O-])cc2s1	-10.2	-14.8	-0.2	-0.1
O=C(NCCCN1CCCC1=O)c1ccnc(Nc2nccc3ccccc23)c1	19.2	0.8	-2.2	0.4
CCOC(=O)c1cnc(SCC(=O)Nc2ccc(F)c(Cl)c2)nc1N	1.6	13.6	-0.1	0.1
CC(C)CC(=O)Nc1nnc(S(=O)(=O)N2c3ccccc3CC2C)s1 (stereo not drawn)	-10.6	5.9	1.1	0.3
COc1cc(Cn2c(=O)c3c(N4CCN(C(=O)C5CC5)CC4)ccnc3n(C)c2=O)cc(OC)c1	-17.9	11.6	2.3	-0.3
COc1ccc(C(=O)N/N=C/c2c(C)[nH]c(=O)[nH]c2=O)cc1	-1.6	-9.3	-0.6	-0.4
CCCCN1C(=O)c2cccc3c(NC(=O)c4nc5ccccc5s4)ccc1c23	3.9	-1.2	0.7	0.0
Cc1ccc2nc3c(cc(C#N)c(=O)n3Cc3cccnc3)c(=O)n2c1	-12.3	3.1	-0.3	-0.1
CCOCCCNC(=O)CC1C(=O)NCCN1Cc1ccccc1OCC (stereo not drawn)	-10.2	13.7	-0.4	0.0
O=C1O[C@@H]2C[C@H]3C[C@@H]2[C@@H]1[C@H]3C(=O)N1CCC(Cc2ccccc2)CC1	-9.9	7.4	0.0	-0.1
C[C@@H]1CN(C(=O)C2CC23CCN(Cc2ccc(-c4ccc(Cl)cc4)o2)CC3)C[C@H](C)O1 (stereo partly drawn)	2.9	-4.7	0.0	0.0
O=C(CCCc1nc2ccccc2s1)OCc1nnc(-c2ccc([N+](=O)[O-])cc2)o1	5.2	3.3	1.0	-0.2
c1cnc2c(c1)Nc1nc3nonc3nc1N2	-6.7	-5.8	0.4	-0.5
CCOC(=O)c1c(NC(=O)C(C)Sc2nnc(CNC(=O)c3ccco3)n2-c2ccc(Br)cc2)sc2c1CCCCC2 (stereo not drawn)	2.9	6.0	-0.6	0.6
CCOC(=O)C1=C(C)N=c2s/c(=C\c3ccc(Cl)cc3Cl)c(=O)n2C1c1ccc(OC)c(OC)c1 (stereo not drawn)	-5.3	6.5	0.2	-0.1
COc1cc2sc(=NC(=O)c3ccccc3[N+](=O)[O-])n(C)c2cc1OC	7.8	-36.5	1.7	0.6
O=C(NC1CC1)C1CCN(C(=O)c2sccc2-n2cccc2)CC1	-9.8	0.5	-0.7	0.9
CCOC(=O)CC1C(=O)NCCN1C1CCCCC1 (stereo not drawn)	2.7	0.1	-0.9	0.0
Cc1c(CNCc2ccc3c(c2)OCO3)c(C(=O)O)c(C)n1Cc1ccccc1F	7.7	0.5	0.1	-0.2
CCOC(=O)C1=C(C)N=c2s/c(=C\c3ccc(Cl)c(Cl)c3)c(=O)n2C1c1cccs1 (stereo not drawn)	1.0	-9.0	-0.6	0.2
COc1ccc([N+](=O)[O-])cc1N(CC(=O)N(C)Cc1ccccc1)S(C)(=O)=O	0.3	-8.1	1.1	-0.1
COc1ccc(-c2cc(CC(=O)NC(C)(C)C)no2)cc1	-12.7	-19.3	-1.0	0.4
Cc1ccc(C(=O)O)cc1NC(=O)Nc1ccc(F)cc1F	21.6	5.7	-2.0	0.6
COc1ccc(-n2nc(C(=O)N3CCN(c4ccccc4)CC3)c3ccccc3c2=O)c(OC)c1	0.9	-9.2	1.0	-0.1
CCOc1ccc2cc(NC(=O)c3ccc(Br)cc3)c(=O)oc2c1	-0.2	4.6	-0.7	0.0
CC(=O)Nc1ccc(NC(=O)c2ccc3nc(NC4CCN(Cc5ccccc5)CC4)sc3c2)cc1	0.8	6.4	2.6	-0.2
CCCCC(CC)CN=C(N)NC(N)=NCCCCCCN=C(N)NC(N)=NCC(CC)CCCC (stereo not drawn)	-24.3&-10.4	8.0	0.1&1.1	-0.2&-0.1
Cc1nc(N2CCN(c3ccccn3)CC2)c2c(C)c(C(=O)O)sc2n1	-6.0	12.7	-0.3	0.0
CC(=O)c1c(C)oc2ccc(NS(=O)(=O)c3ccc4ccccc4c3)cc12	0.0	6.7	1.8	0.0
Cc1ccc(N(CC(=O)Nc2cccc(F)c2)S(=O)(=O)c2c(C)n[nH]c2C)cc1	4.1	-2.0	-0.6	0.1
Cc1cccc2sc(NC(=O)CSc3nnc(N)s3)nc12	-5.5	8.0	-0.8	-0.1
Cc1cccc2cc(CN(Cc3cccnc3)S(=O)(=O)c3ccccc3)c3nnnn3c12	-4.9	2.8	2.2	0.1
CCCCN(C)CCCN(Cc1ccco1)C(=S)Nc1ccc(Oc2ccccc2)cc1	-2.6	1.7	0.0	-0.1
COc1cc(CN2CCc3nnc(C(C)NC(=O)c4ccco4)n3CC2)ccc1F (stereo not drawn)	-7.0	-6.5	-0.3	1.5
O=C(N/N=C/c1cccc(O)c1)C1COc2ccccc2O1 (stereo not drawn)	4.2	14.4	0.8	0.1
COc1ccc(-c2csc(Nc3ccc(C(C)=O)cc3)n2)cc1	-5.6	-58.7	-0.7	-0.1
CCOC(=O)N1CCN(CCC(=O)Nc2ccc(Br)c(C)c2)CC1	0.7	-2.1	3.7	0.3
O=C(NCc1ccccc1)c1ccnc(-c2ccccc2)c1	5.6	6.9	-1.2	0.2
N#Cc1cccc(NC(=O)COc2ccc(Br)cc2Cl)c1	21.6	-78.1	3.0	0.9
COc1nc(NCCO)nc(Nc2ccc(I)cc2C)n1	-4.0	6.4	0.8	-0.1

Five entries already listed, sorted by length of the SMILES, high to low.
SMILES	MITF inh	TEAD-YAP inh	GPR151 activ	FBW7 act
Cc1cccc2cc(CN(Cc3cccnc3)S(=O)(=O)c3ccccc3)c3nnnn3c12	-4.9	2.8	2.2	0.1
COc1cc(CN2CCc3nnc(C(C)NC(=O)c4ccco4)n3CC2)ccc1F (stereo not drawn)	-7.0	-6.5	-0.3	1.5
CCOC(=O)N1CCN(CCC(=O)Nc2ccc(Br)c(C)c2)CC1	0.7	-2.1	3.7	0.3
O=C(N/N=C/c1cccc(O)c1)C1COc2ccccc2O1 (stereo not drawn)	4.2	14.4	0.8	0.1
O=C(NCc1ccccc1)c1ccnc(-c2ccccc2)c1	5.6	6.9	-1.2	0.2
